GLD-1 TGE inh – GLD-1/TGE RNA complex disruptors, primary screen, biochemical, fluorescence polarization | AID 2280, 2010 | actives 0.44% (n = 320,000) | inhibition, % at 5.96 µM | purified GLD-1 + fluorescein TGE RNA | Female germline-specific tumor suppressor gld-1 (Caenorhabditis elegans), Q17339;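 active = percent inhibition above a per-plate cutoff, the plate mean of test compounds plus 3 SD, cut at about 30% in these data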;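 note: 0% = DMSO wells with GLD-1 and probe and 100% = wells lacking GLD-1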
Fam108B counter – mouse Fam108B serine hydrolase inhibitors, primary screen, counter-screen for RBBP9 inhibitor project, biochemical, fluorescence polarization; inhibition, % at 9.51 µM; actives 0.33% (n = 300,000); AID 1947, 2009; recombinant Fam108B, FP-Rh probe fluorescence polarization;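 active = inhibition above the screen mean inhibition plus 3 SD, computed separately per campaign, cut at about 18% in these data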;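 note: inhibitors lower polarization as less probe binds the enzyme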
VLA-4 inh – inhibition in human VLA-4 binding assay, primary screen, VLA-4 allosteric modulator project, MLPCN library, flow cytometry, VLA-4 expressing cells | inhibition, % (about 7 µM as worked out from the volumes in the protocol) | Integrin alpha-4 (Homo sapiens), P13612 | actives 0.2% (n = 330,000) | AID 2557, 2010 | ligand binding flow cytometry; in the data active = inhibition above about 50%
AGP1-GFP MLPCN – modulators of AGP1-GFP expression in yeast TOR pathway, primary screen, cell-based, multiplex flow cytometry, S. cerevisiae, MLPCN library; GFP response vs DMSO, % at 10 µM; AID 2066, 2009; 3 h; GFP as percent of DMSO wells; actives 0.02% (n = 320,000);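 active = GFP response relative to DMSO above a set limit, near screen average plus 3 SD, cut at about 150% in these data; inconclusive = fewer than 70 cells counted for the yeast strain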;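 note: median GFP channel fluorescence of the gated AGP1 strain per well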
MCL1-BIM inh – inhibitors of MCL1 binding to BIM-BH3, primary screen, biochemical, fluorescence polarization. actives 0.68% (n = 320,000). GST-MCL1 / FITC-Bim-BH3 fluorescence polarization. AID 2057, 2009. Induced myeloid leukemia cell differentiation protein Mcl-1 (Homo sapiens), Q07820. inhibition, % at 10.9 µM;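 active = inhibition above the mean inhibition of all tested compounds plus 3 SD, set per campaign, cut at about 40% in these data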;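 note: 0% = DMSO wells and 100% = unlabeled Bim-BH3 peptide control; higher means more loss of mP so more displacement of Bim peptide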
Target sequence (Q07820 whole entry, looked up): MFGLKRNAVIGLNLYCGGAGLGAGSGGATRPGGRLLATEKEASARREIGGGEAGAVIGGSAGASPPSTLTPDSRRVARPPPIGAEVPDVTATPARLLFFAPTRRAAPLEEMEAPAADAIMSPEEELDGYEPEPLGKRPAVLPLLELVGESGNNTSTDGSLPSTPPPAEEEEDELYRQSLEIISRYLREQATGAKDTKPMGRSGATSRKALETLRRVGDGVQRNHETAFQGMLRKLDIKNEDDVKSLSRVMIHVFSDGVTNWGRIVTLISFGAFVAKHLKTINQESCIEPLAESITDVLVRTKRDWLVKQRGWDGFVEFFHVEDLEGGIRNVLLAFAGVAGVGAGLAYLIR
GRK2 inh – compounds blocking aptamer binding on GRK2 – biochemical, human GRK2, bead flow cytometry, HTS, primary screen. Beta-adrenergic receptor kinase 1 (Homo sapiens), P25098. AID 488847, 2010. actives 0.59% (n = 330,000). FAM-aptamer displacement from GRK2. inhibition of aptamer binding, % at 10 µM;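 active = inhibition of aptamer binding above 40%, roughly 3 SD of noise, on plates passing a quality check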;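 note: median bead fluorescence of bound FAM aptamer so fluorescent compounds give negative values; no value below 0 was filed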
Target sequence (P25098 whole entry, looked up): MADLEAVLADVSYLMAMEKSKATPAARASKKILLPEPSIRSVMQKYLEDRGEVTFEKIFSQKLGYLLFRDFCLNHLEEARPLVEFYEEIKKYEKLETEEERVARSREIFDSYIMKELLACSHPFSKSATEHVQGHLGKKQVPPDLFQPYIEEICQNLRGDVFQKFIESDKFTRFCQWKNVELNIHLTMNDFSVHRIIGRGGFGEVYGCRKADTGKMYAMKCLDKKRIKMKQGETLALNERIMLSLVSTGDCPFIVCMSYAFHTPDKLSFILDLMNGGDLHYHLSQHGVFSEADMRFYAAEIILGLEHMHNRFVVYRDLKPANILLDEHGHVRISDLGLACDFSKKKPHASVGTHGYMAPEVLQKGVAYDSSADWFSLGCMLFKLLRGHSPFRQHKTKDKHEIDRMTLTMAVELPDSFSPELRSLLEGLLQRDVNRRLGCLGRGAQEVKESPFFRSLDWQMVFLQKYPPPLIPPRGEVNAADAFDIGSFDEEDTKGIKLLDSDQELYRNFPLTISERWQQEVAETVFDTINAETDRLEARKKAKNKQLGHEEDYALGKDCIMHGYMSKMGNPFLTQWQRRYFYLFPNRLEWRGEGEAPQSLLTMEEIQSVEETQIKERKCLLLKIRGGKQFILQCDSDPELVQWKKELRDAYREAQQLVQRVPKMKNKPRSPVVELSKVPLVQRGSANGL
MEX-5 binding – MEX-5 zinc finger RNA-binding disruptors – biochemical, C. elegans, fluorescence polarization, MLPCN library, primary screen. activity score (negative = inhibition of binding), % at 10 µM. Zinc finger protein mex-5 (Caenorhabditis elegans), Q9XUB2. actives 0.38% (n = 300,000). MEX-5/FITC-TCR2 RNA binding; stronger effect = lower value;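 active = inhibition past about -25% in most replicates, and total fluorescence under double the plate's negative control median, limit read from the data; inconclusive = replicates evenly split on the limit, or fluorescence at least double controls; inactive = too little inhibition in most replicates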;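 note: 0% = DMSO and -100% = 5 µM competing unlabeled TCR2 RNA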
CIT2 TOR yeast – modulators of CIT2-GFP expression in yeast, primary screen, S. cerevisiae, GFP fusion, multiplex flow cytometry, MLPCN library | S. cerevisiae CIT2-GFP strain, 3 h; 100 means same as DMSO wells | GFP response vs DMSO, % at 10 µM | actives 0.065% (n = 320,000) | AID 2029, 2009;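 active = GFP response relative to DMSO above a set limit, near the screen mean plus 3 SD, cut at about 150% in these data; inconclusive = Fewer than 70 cells measured for a yeast strain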;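 note: ratio of well median GFP fluorescence to mean of DMSO wells on the plate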
BCLXL inh – inhibitors of human Bcl-xL, primary screen, biochemical, fluorescence polarization, HTS; GST-Bcl-xL / FITC-Bim BH3 peptide fluorescence polarization; AID 2129, 2009; Bcl-2-like protein 1 (Homo sapiens), Q07817; inhibition, % at 10.9 µM; actives 0.7% (n = 320,000);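 active = inhibition above the mean of all tested compounds plus 3 SD, cutoff set per campaign, cut at about 30% in these data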;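 note: 0% = DMSO wells and 100% = unlabeled Bim-BH3 peptide competitor; inhibitors lower millipolarization by displacing the labeled peptide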
* = called active by the depositor; ? = inconclusive; nt = no result given; [ ] = remark or other dose.

SMILES	GLD-1 TGE inh	Fam108B counter	VLA-4 inh	AGP1-GFP MLPCN	MCL1-BIM inh	GRK2 inh	MEX-5 binding	CIT2 TOR yeast	BCLXL inh
Cc1ccc2cc3cc(C(=O)NCCCN4CC(C)CC(C)C4)oc3nc2c1 (centres undefined)	0	4	-2	105	6	0	-0.7	99	6
CC(NC(=O)C12CC3CC(CC(C3)C1)C2)C(=O)N/N=C/C1=C(N2CCOCC2)C(=C\c2ccccc2)/CC1 (centres undefined)	5	9	15	93	5	3	0.0	92	3
C=CCSc1nc2ccccc2[nH]1	1	4	2	97	8	0	0.7	95	4
Cn1cc(CNCCCn2ncc3ccccc32)c(-c2ccccc2F)n1	-1	-1	-3	97	-1	0	2.1	92	0
CC(C)(C)NC(=O)CC1C(=O)NCCN1Cc1c(F)cccc1Cl (centres undefined)	2	2	6	115	0	1	0.1	118	4
COc1ccc(NC2CCCCC2NS(=O)(=O)c2ccc(C)cc2)cc1 (centres undefined)	-2	2	24	108	11	0	-2.3	103	25
CCOC(=O)C(Cc1ccc(OC)c([N+](=O)[O-])c1)NC(=O)CCC(=O)Nc1ccc(C)cc1 (centres undefined)	2	-1	-3	103	-12	3	1.3	96	-4
CC(Oc1cccc(Cl)c1)C(=O)Nc1ccccc1C(=O)N1CCCCC1 (centres undefined)	-4	-1	4	99	1	0	-1.7	87	-2
CCOC(=O)c1ccc(NC(=O)CNC(=O)C2CCCCC2)cc1	-1	1	15	104	5	0	-1.1	102	-1
Cc1c(CCC(=O)N[C@@H](C)C(=O)O)c(=O)oc2cc3occ(-c4ccccc4)c3cc12	-11	3	11	102	9	2	-0.8	99	18
c1ccc(-c2ccc(-c3cnc4n3CCCCC4)cc2)cc1	10	0	24	107	-3	0	-0.5	115	2
CCn1c(=O)c2cc(S(=O)(=O)NCCOc3ccccc3)ccc2n(CC)c1=O	-1	6	15	101	-2	4	0.6	103	0
Nn1cc(-c2ccccc2)nc1SCC(=O)Nc1ccc(S(N)(=O)=O)cc1	-6	-1	-5	99	1	1	-1.6	97	-3
Cn1c(=O)c2ccccc2n(Cc2ccccc2Cl)c1=O	0	-2	-7	101	2	0	-1.6	96	6
Cc1cc(NC(=O)c2sc(Nc3cccc(C(F)(F)F)c3)nc2N)no1	9	4	-8	100	7	0	3.0	92	5
Fc1ccc(NC(=S)Nc2ccccc2N2CCOCC2)cc1Cl	-11	4	20	88	0	0	0.2	88	4
CCOC(=O)c1sc2ncn(C(CC)C(=O)OCC)c(=O)c2c1C (centres undefined)	3	0	10	105	1	0	1.6	102	8
CCCCNC(=S)N/N=C/c1ccc(C)s1	0	5	-2	102	10	4	0.4	102	9
COc1ccccc1-c1nc(SCC(=O)N(C)c2ccccc2)c2c(=O)n(C)c(=O)n(C)c2n1	2	-2	-11	111	2	1	-0.4	102	7
CCOc1nc(C)ccc1-c1noc(-c2ccccn2)n1	-6	4	10	nt	2	0	-1.5	111	-1
COCCCn1c(SCC(=O)NCc2ccco2)nc2sc3c(c2c1=O)CCC3	1	0	-2	97	2	3	-0.1	98	3
CC(OC(=O)Cc1c[nH]c2ccccc12)C(=O)NC1CCCCC1C (centres undefined)	7	nt	5	105	-3	0	nt	98	1
O=c1c2ccccc2nc(SCc2nc(-c3ccccc3)no2)n1-c1ccc(F)cc1	2	-11	21	97	2	0	nt	96	1
CCn1cc(C2Nc3ccccc3C(=O)N2O)c(C)n1 (centres undefined)	-4	2	15	102	6	0	1.5	101	4
O=C(C1CCN(S(=O)(=O)N2CCC3(CC2)OCCO3)CC1)N1CCCCC1	-1	2	0	96	9	8	0.9	108	2
COc1cccc(/C=C2\SC(=S)N(CC3CCCO3)C2=O)c1 (centres undefined)	2	1	5	104	9	0	-2.6	95	8
O=C(NCc1nnc(SCC(=O)N2CCN(c3ccccc3)CC2)o1)c1ccc(F)cc1	-11	5	-23	114	3	3	-1.2	108	-2
CC1CCCC(NC(=O)CSc2n[nH]c(N)n2)C1C (centres undefined)	0	nt	2	97	nt	3	nt	107	nt
CC1=NN(c2ccc(Cl)c(C(=O)O)c2)C(=O)/C1=C/c1ccc(-c2ccccc2[N+](=O)[O-])o1	-2	16	6	99	18	0	-4.7	89	18
O=C(Cn1nc(C(F)(F)F)c2c1CCC2)NCc1ccc(F)cc1	4	0	38	101	-1	1	2.3	94	1
Cc1ccc(Nc2nc(N)nc(CN3CCC(C)CC3)n2)c(C)c1	1	-4	6	101	7	0	-0.6	110	5
CCCCC1CCC(C(=O)N(C)CC(=O)Nc2cccc(OC)c2)CC1 (centres undefined)	3	nt	-2	83	-11	1	nt	68	-2
CCc1ccc(S(=O)(=O)NCCc2cn3ccsc3n2)s1	-2	1	-2	106	-6	0	-1.0	104	2
O=C(CN1C(=O)NC2(CCc3ccccc32)C1=O)Nc1c(Cl)cccc1Cl (centres undefined)	5	nt	-8	101	nt	0	nt	109	nt
COc1ccc(S(=O)(=O)Nc2ccccc2C(=O)N2CCCC2)cc1OC	-8	-5	2	114	-9	0	0.7	94	3
COc1cc(C2NC(=S)NC3=C2C(=O)CCC3)ccc1O (centres undefined)	9	2	-4	100	5	3	-0.1	107	2
CCOC(=O)c1ccc2c(c1)n(CC)c(C)[n+]2CC	-6	1	-27	92	-31	0	1.8	86	-14
O=C(CCc1ccccc1)NCCS(=O)(=O)N1CCN(c2ccccc2)CC1	10	3	-10	94	-5	0	1.3	92	-1
Cc1ccc(C(=O)N2N=C(c3ccccc3)CC2(O)C(F)(F)F)o1 (centres undefined)	7	-7	-6	95	-1	6	4.5	97	7
CSC(=CC(=O)c1ccc(F)cc1)SC	-7	1	-7	103	0	0	-0.2	106	4
CC1=NN(c2nc3ccccc3[nH]2)C(=O)C1Cc1ccccc1 (centres undefined)	-3	3	5	57	7	2	-1.7	69	4
CC(=O)Nc1nc(-c2ccccc2)c(-c2ccccc2)o1	1	-3	-3	98	10	1	1.5	95	4
COc1cccc(N2CCN(CC(=O)Nc3nc4c(s3)CC(C)CC4)CC2)c1 (centres undefined)	5	0	11	97	4	0	0.7	85	7
CC(=O)c1ccc(NC(=O)CCCN2C(=O)COc3ccc(C)cc32)cc1	1	-1	1	102	2	0	-2.2	104	9
Cc1ccnc(SCc2cc(=O)c(OC(=O)c3ccc(Br)o3)co2)n1	0	6	0	79	-5	24	-0.6	75	-2

The last two compounds of the part above lead into the next.
SMILES	GLD-1 TGE inh	Fam108B counter	VLA-4 inh	AGP1-GFP MLPCN	MCL1-BIM inh	GRK2 inh	MEX-5 binding	CIT2 TOR yeast	BCLXL inh
CC(=O)c1ccc(NC(=O)CCCN2C(=O)COc3ccc(C)cc32)cc1	1	-1	1	102	2	0	-2.2	104	9
Cc1ccnc(SCc2cc(=O)c(OC(=O)c3ccc(Br)o3)co2)n1	0	6	0	79	-5	24	-0.6	75	-2
COc1ccc(NC2=C3CCCC=C3N(c3ccc(OC)cc3)C2=O)cc1	1	9	-11	76	9	0	0.4	81	4
COC(=O)CN(c1ccccc1)S(=O)(=O)c1cc(Br)ccc1OC	-2	-1	0	92	-1	1	-1.0	94	1
CN(C)CCNC(=O)COc1ccc(Cl)cc1Cl	2	5	12	96	5	0	2.2	95	4
C/C(=N\Nc1ccc(C(=O)c2c(C)cc3ccccn23)cc1[N+](=O)[O-])c1ccc(O)cc1	-1	2	2	97	9	0	0.9	97	0
Cc1nc2cc(C(=O)N3CCN(C)CC3)ccc2n1C	nt	nt	0	101	nt	1	-1.9	97	nt
O=C(COC(=O)c1cccc(Br)c1)NCCNC(=O)COC(=O)c1cccc(Br)c1	-10	-5	-1	92	-13	0	4.8	86	-6
COc1ccc(NC(=O)Cn2c(=O)n(-c3ccccc3)c(=O)c3oc4ccccc4c32)c(OC)c1	2	-7	1	98	3	0	-0.6	94	1
CCOC(=O)Cc1csc(NS(=O)(=O)c2ccc(NC(C)=O)cc2)n1	nt	nt	4	103	nt	2	1.2	104	nt
O=C(NCCCN1CCCC1=O)Nc1ccccc1Cl	3	0	12	99	2	0	-1.3	100	2
COc1cc(-c2noc(C)c2C#Cc2ccsc2)cc(OC)c1OC	3	-4	16	71	0	0	0.7	64	-1
COc1ccc(CNC(=O)CCC(=O)Nc2nnc(C(F)(F)F)s2)cc1	2	-1	5	119[may fluoresce green]	7	0	-2.3	161*[may fluoresce green]	6
Cc1nc([N+](=O)[O-])cn1-c1nc2ccccn2c1[N+](=O)[O-]	4	-1	1	102	1	1	-0.4	105	3
CCN(CC)CCN(Cc1cc2ccc(C)c(C)c2[nH]c1=O)C(=S)NCc1ccco1	-4	0	14	102	-2	0	?	102	-5
N#Cc1ccsc1NC(=O)CN1CCCCC1	6	-2	5	109	16	7	-2.0	96	8
CCN1C(=O)c2cccc3c(S(=O)(=O)Nc4ccc(OC)cc4OC)ccc1c23	-3	0	-10	104	2	0	-0.1	107	7
Cc1cc(NC(=O)CSc2nc3ccsc3c(=O)n2Cc2ccccn2)n[nH]1	2	4	3	85	2	2	-0.7	68	3
COc1ccc(CNC(=O)C(=O)NCC2OCCCN2S(=O)(=O)c2cccs2)cc1 (centres undefined)	4	-4	-12	95	2	6	0.4	102	-1
Cc1nn(C)c(C)c1NS(=O)(=O)c1ccc(Cl)s1	3	nt	-4	103	nt	2	nt	103	nt
N[C@@H](Cc1cc(I)c(Oc2cc(I)c(O)c(I)c2)c(I)c1)C(=O)O	0	5	-27	88	-14	1	0.3	89	8
COc1ccc(CCNCC(=O)Nc2ccc(C)c(S(=O)(=O)N(C)C)c2)cc1	2	6	-17	128	-3	0	-0.6	125	1
CC(=O)Oc1cccc(N2C(=O)c3ccc(C(=O)O)cc3C2=O)c1	-6	-6	4	91	4	0	-0.1	87	6
Cc1ccc(C)c(SCC(=O)c2ccc[nH]2)c1	3	1	12	112	0	3	1.3	113	4
Cc1cc(C)cc(Oc2ccc(N)cc2)c1	7	1	5	100	2	0	0.2	90	7
O=C(Nc1nccs1)C1CC(=O)N(CCc2ccc(F)cc2)C1 (centres undefined)	0	1	-2	106	15	0	3.0	109	4
COc1ccccc1C(=O)NC1CC(C)(C)NC(C)(C)C1	-1	0	-1	106	3	0	-1.7	102	3
O=[N+]([O-])c1cccc(CN2CCN(c3cccc4[nH]ccc34)CC2)c1	12	3	-2	101	3	0	-1.5	93	11
CCOC(=O)C1CCN(S(=O)(=O)c2cc(Cl)c(C)cc2OC)CC1	4	-4	27	104	-1	1	2.1	95	-1

Screening results deposited in PubChem BioAssay by several laboratories.
